Screening results from PubChem.
KCNQ2 block = KCNQ2 potassium channel inhibitors, primary screen, cell-based, CHO-K1, FluxOR thallium flux, B-score (AID 2156). Potassium voltage-gated channel subfamily KQT member 2 (Rattus norvegicus), O88943. 20 min; stronger effect = lower value. 310,000 tested, 1.1% active. B-score at 10 µM;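 active = fluorescence ratio B-score at most minus 3 library SDs, with starting brightness B-score within 2 library SDs, cut at about -5.5 in these data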
Kir21 block = inhibitors of mouse Kir2.1 inward-rectifier potassium channel. Inward rectifier potassium channel 2 (Mus musculus), P35561. HEK293-Kir2.1, FluxOR thallium flux fluorescence; stronger effect = lower value. B-score at 10 µM. 310,000 tested, 0.85% active. AID 1672, 2009;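 active = fluorescence ratio B-score at or below minus 3 SD of library scores, with starting-brightness B-score within 2 SD, cut at about -4.2 in these data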;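 also: channel flux triggered by added potassium and thallium sulfate stimulus; B-score of peak minus minimum fluorescence over baseline after thallium stimulus; more negative B-score means stronger Kir2.1 block with less thallium influx; some compounds called inactive have numbers as strong as hits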
Target sequence (P35561 whole entry, looked up): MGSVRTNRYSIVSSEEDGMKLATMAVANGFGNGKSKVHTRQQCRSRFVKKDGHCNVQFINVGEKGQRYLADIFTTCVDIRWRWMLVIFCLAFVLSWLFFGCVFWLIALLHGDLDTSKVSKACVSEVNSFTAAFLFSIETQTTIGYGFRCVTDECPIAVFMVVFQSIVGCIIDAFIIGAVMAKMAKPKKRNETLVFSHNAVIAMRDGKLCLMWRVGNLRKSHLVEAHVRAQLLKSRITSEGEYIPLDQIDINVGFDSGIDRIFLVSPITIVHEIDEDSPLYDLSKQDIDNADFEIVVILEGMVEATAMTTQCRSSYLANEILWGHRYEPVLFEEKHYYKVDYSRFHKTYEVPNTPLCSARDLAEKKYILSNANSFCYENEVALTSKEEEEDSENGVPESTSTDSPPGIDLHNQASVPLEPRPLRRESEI
Active calls of the source: *; i = inactive.

Preview, seven compounds:
SMILES	KCNQ2 block	Kir21 block
C#CCNC(=O)C1=C[C@@H](c2cn(C(C)=O)c3ccccc23)C[C@@H](OCc2ccc(CO)cc2)O1	i	-0.4
COCCCNCCOc1ccccc1-c1ccccc1	i	-2.3
Cc1cccc(-c2noc(Cc3ccc(Cl)cc3)n2)c1	i	0.37
O=C1NC(=Nc2ccccc2)SC1Cc1ccccc1 (stereo not given)	i	-1.9
COC(=O)Cn1cc(C(=O)OC)c2ccccc21	i	2.2
Cc1c([N+](=O)[O-])cc(C(=O)Nc2ccc(NC(=O)c3ccco3)cc2)cc1[N+](=O)[O-]	i	-0.8
CC(C)CN1C(=S)SC(C)(C)C1n1oc(=O)n(-c2ccccc2)c1=O (stereo not given)	i	-0.61

Main list, from the start:
SMILES	KCNQ2 block	Kir21 block
C#CCNC(=O)C1=C[C@@H](c2cn(C(C)=O)c3ccccc23)C[C@@H](OCc2ccc(CO)cc2)O1	i	-0.4
COCCCNCCOc1ccccc1-c1ccccc1	i	-2.3
Cc1cccc(-c2noc(Cc3ccc(Cl)cc3)n2)c1	i	0.37
O=C1NC(=Nc2ccccc2)SC1Cc1ccccc1 (stereo not given)	i	-1.9
COC(=O)Cn1cc(C(=O)OC)c2ccccc21	i	2.2
Cc1c([N+](=O)[O-])cc(C(=O)Nc2ccc(NC(=O)c3ccco3)cc2)cc1[N+](=O)[O-]	i	-0.8
CC(C)CN1C(=S)SC(C)(C)C1n1oc(=O)n(-c2ccccc2)c1=O (stereo not given)	i	-0.61
COC(=O)c1c(C)oc(C)c1S(=O)(=O)NC(c1ccccc1)c1ccccc1	i	0.84
Cc1ccc(OCCSc2ncccn2)c(C)c1	i	-0.05
COc1ccc(C(=O)N/C(=C\c2cc(OC)c(OC)cc2[N+](=O)[O-])C(=O)NCC(=O)O)cc1	i	0.4
O=C(Nc1ccccc1C(F)(F)F)C1CC(=O)N(c2ccccc2F)C1 (stereo not given)	i	-0.47
CCn1c(SCC(=O)Nc2cccc(C(C)=O)c2)nnc1C(C)C	i	-1.1
CCCOc1cccc(-c2nnc(NC(=O)c3ccco3)s2)c1	i	1.4
CCCC(C(=O)Nc1ccc(C)c(S(=O)(=O)N2CCOCC2)c1)c1ccccc1 (stereo not given)	i	0.01
CCc1ccc(C(=O)COC(=O)c2cnc(C)cn2)cc1	i	1.5
CN(C(=O)c1ccc(=O)n(Cc2ccc(Cl)cc2)c1)c1ccccc1	i	-0.23
CCOCCCNC(=S)NNC(=O)CCn1nc(C)c(Br)c1C	i	-0.74
Cc1c([N+](=O)[O-])cc(C(=O)N2CCOCC2)cc1[N+](=O)[O-]	i	1.1
O=C(CN1CCCC1)Nc1cc(C(F)(F)F)ccc1Cl	i	-0.57
CSc1cc(C)[nH]c(=O)n1	i	0
CCN(CC)CCCNC(=O)c1cn(-c2cccc(OC)c2)c(=O)c2ccccc12	i	-0.5
COCCN1C(=O)/C(=C/c2ccc(OCc3ccc(C(=O)O)cc3)c(OC)c2)SC1=Nc1ccccc1	-6.1*	2.5
COC(=O)c1ccc(NC(=S)N2CCN(Cc3ccccc3)CC2)cc1	i	0.04
O=C(N1CCCC1)C12CC3CC(CC(Cl)(C3)C1)C2	i	0.98
CCc1nc2nc(C)c(NS(=O)(=O)c3ccc(C)c(C)c3)c(=O)n2[nH]1	i	-0.48
c1ccc(Cc2nnc(Sc3ccccc3)c3ccccc23)cc1	i	-0.31
COc1ccc(CNC(=O)CSc2nnc3nc(C)cc(C)n23)cc1OC	i	0.67
O=C(CCC(=O)Nc1nnc(C2CCCCC2)s1)Nc1ccc(F)cc1	i	1.9
C[n+]1ccccc1C1CCCC/C1=N\NC(N)=S (stereo not given)	i	0.68
CCOC(=O)c1c(-c2ccccc2)csc1/N=C/C1C(=O)CCCC1=O	i	0.1
Cc1ccsc1C(=O)Nc1ccccc1N1CCCC1	i	0.06
CCOC(=O)c1cc(-c2ccc(/C=N\n3cnnc3)o2)ccc1Cl	i	-0.12
C=CCOc1cccc(NC(=O)c2ccccc2SC)c1	i	-0.87
COc1cc(NC(=O)Cn2nnc(-c3ccncc3)n2)cc(OC)c1	i	0.58
C=CCN1C(=O)CS/C1=C(\C#N)S(=O)(=O)c1ccc(C)cc1	i	-1.6
Cc1cccc(NC(=O)NCc2ccc3c(c2)cc(C)n3C)c1	i	-0.73
CN(CCc1cn[nH]c1)Cc1nc(Cc2ccccc2)no1	i	-0.1
CCCCCOc1ccc(Br)cc1CSC(=N)N	i	-12*
COC(=O)c1cc(CNC(=O)CC(C)c2ccccc2)ccc1OC (stereo not given)	i	-0.41
CCOc1ccc2nc(SC3CC(=O)N(c4cccc(OC)c4)C3=O)sc2c1 (stereo not given)	i	0.13
O=C(CN1CCN(Cc2ccccc2)CC1)NCc1ccccc1Cl	i	-1.2
O=C(Nc1cccc([N+](=O)[O-])c1)c1cccc(C(=O)Nc2cccc([N+](=O)[O-])c2)c1	i	-0.16
O=c1c(C=Nc2cccc(C(F)(F)F)c2)c[nH]n1-c1cccc(Cl)n1	i	-0.67
O=C(Cn1cnc2cc([N+](=O)[O-])ccc2c1=O)Nc1ccc(Br)cc1	i	0.67
COc1ccc(-c2nnc(SCC(=O)NCc3cccs3)n2C)cc1	i	1.2
O=C(NC1=NCCS1)c1ccncc1	i	0.39
Cc1c(-n2c(SCC(=O)NC(C)C)nc3ccccc3c2=O)c(=O)n(-c2ccccc2)n1C	i	-0.02
CCCCNC(=O)c1ccc2c(c1)ncn2C1CCCC1	i	-0.11
COc1cccc(N2CCN(C(=O)CNC(=O)c3sc4ccccc4c3Cl)CC2)c1	i	0.96
O=C(Nc1nc2ccccc2s1)c1ccc(F)cc1	i	-0.37
O=C(CSc1nnc(-c2cccs2)n1-c1ccccc1)c1ccc2c(c1)OCCO2	i	1.1
CCCCOC(=O)Cn1c(=N)n(CCN2CCOCC2)c2ccccc21	i	0.08
CCOc1ccc(CCNC(=O)C2CC(=O)N(Cc3ccc(C)cc3)C2)cc1OCC (stereo not given)	i	-0.03
CCOc1ccc(-n2c(-c3ccc(Cl)cc3)c[n+]3c2SCC3)cc1	i	-0.41
CCN(CC(=O)Nc1ccc([N+](=O)[O-])cc1OC)CC(=O)NC(C)(C)C	i	0.77
Cc1cccc(CS(=O)(=O)c2ncc(Cl)c(C(=O)Nc3c(C)cccc3C)n2)c1	i	-12*
O=C(CSc1cn(CCNC(=O)c2ccccc2)c2ccccc12)NCC1CCCO1 (stereo not given)	i	0.55
CC(C)NC(=O)CSc1nc(-c2cccs2)cc(-c2ccccc2)c1C#N	i	-1.2
CCc1nnc(NC(=O)CC(=O)Nc2ccccc2C(=O)O)s1	i	-0.1
CCOC(=O)C1=C(CC)OC(N)=C(C#N)C1c1ccc(NC(C)=O)cc1 (stereo not given)	i	-0.59

Some of these compounds in order of the Kir21 block value, ascending.
canonical_smiles,KCNQ2 block,Kir21 block
Cc1cccc(CS(=O)(=O)c2ncc(Cl)c(C(=O)Nc3c(C)cccc3C)n2)c1,i,-12*
CCOc1ccc(-n2c(-c3ccc(Cl)cc3)c[n+]3c2SCC3)cc1,i,-0.41
CCOc1ccc(CCNC(=O)C2CC(=O)N(Cc3ccc(C)cc3)C2)cc1OCC (stereo not given),i,-0.03
O=C(CSc1cn(CCNC(=O)c2ccccc2)c2ccccc12)NCC1CCCO1 (stereo not given),i,0.55

(list continues)
SMILES	KCNQ2 block	Kir21 block
CC(C)C1Nc2ccc(C(=O)NC3CCCCC3)cc2NC1=O (stereo not given)	i	-0.54
COc1ccc(OC)c(S(=O)(=O)N(C)CC(=O)Nc2ccc3c(c2)OCO3)c1	i	0.91
COCCn1c(SCC(=O)N2CC(=O)Nc3ccccc32)nc2ccccc21	i	1.8
CCCCc1ccc(NC(=O)CSc2nc(=O)n(CCCN3CCOCC3)c3c2CCC3)cc1	i	-0.83
Cc1nc2ccccn2c1C(=O)NNC(=S)Nc1ccc(Cl)cc1	i	1.1
CC(=O)c1cccc(NCC(=O)c2ccc(C)c([N+](=O)[O-])c2)c1	i	1.2
O=C(O)c1cccc(-n2c(/C=C/c3cccc([N+](=O)[O-])c3)nc3ccccc3c2=O)c1	i	0.89
O=[N+]([O-])c1cc2c(cc1CN1CCN(c3ccccc3F)CC1)OCO2	i	1.2
Cc1nnc(NC(=O)c2ccc3c(c2)C(=O)N(CC2CCCO2)C3=O)s1 (stereo not given)	i	0.13
CCC(Oc1ccccc1)C(=O)Nc1ccccn1 (stereo not given)	i	-1
Cc1ccc(S(=O)(=O)N(C)Cc2cc3ccccc3[nH]c2=O)cc1	i	0.68
CC1(C)CC2(CCO1)C(Nc1ccccc1)=NC(=S)N2c1ccccc1 (stereo not given)	i	-0.2

Three compounds drawn at random from those above, as already listed:
SMILES	KCNQ2 block	Kir21 block
CC(C)C1Nc2ccc(C(=O)NC3CCCCC3)cc2NC1=O (stereo not given)	i	-0.54
CC1(C)CC2(CCO1)C(Nc1ccccc1)=NC(=S)N2c1ccccc1 (stereo not given)	i	-0.2
Cc1ccc(S(=O)(=O)N(C)Cc2cc3ccccc3[nH]c2=O)cc1	i	0.68

More results follow:
SMILES	KCNQ2 block	Kir21 block
CC(C)[C@H](NC(N)=O)C(=O)Nc1ccc(OCc2ccccc2)cc1	i	0.58
COc1ccc(NC(=O)CCC(=O)N/N=C/c2ccc([N+](=O)[O-])s2)cc1	i	0.58
CN1CCN(CP(=O)(N2CCOCC2)N2CCOCC2)CC1	i	-0.2
Cc1ccc(CNc2nc(N)c([N+](=O)[O-])c(Nc3ccc(F)cc3)n2)cc1	i	-0.82
CC1=CCP(=O)(c2ccccc2)C1 (stereo not given)	i	-1
O=C(CCCl)N(Cc1nc2ccccc2c(=O)[nH]1)Cc1cccs1	i	-2.9
CCC(C)c1ccc(NC(=O)c2cccs2)cc1 (stereo not given)	i	-0.6
Cc1ccc(NC(=O)COC(=O)c2ccc(OCc3c(C)noc3C)cc2)cc1S(=O)(=O)N1CCOCC1	i	0.04
Cc1ccccc1C(=O)c1cccn1CC(=O)N1CCCCC1	i	0.42
O=c1[nH]c2ccc(Br)cc2c(-c2ccccc2)c1CN1CCOCC1	i	-2.7
COc1cc(C(=S)N2CCCC2)ccc1OS(=O)(=O)c1ccc(NC(C)=O)cc1	i	1.2
O=C(O)CCn1cc(/C=C2\NC(=S)N(c3ccccc3)C2=O)c(-c2ccc(Br)cc2)n1	i	-0.96
COc1ccc(CN2CC(C(=O)NCCC(C)C)CC2=O)cc1 (stereo not given)	i	0.65
Cc1nc(S(=O)(=O)Cc2ccccc2Cl)nc2c1CCC2	i	1.3
COC(=O)c1ccc(NC(=O)Cn2nc(C(=O)Nc3ccc(C)cc3)ccc2=O)cc1	i	1.4
O=C(CN1C(=O)c2ccc([N+](=O)[O-])cc2C1=O)NCC1CCCO1 (stereo not given)	i	1.9
CC(=O)N(C)c1ccc(NC(=O)c2cnn(C)c2)cc1	i	-0.84
Cc1ccc(NCc2nnc(SCC(=O)N3c4ccccc4Sc4ccccc43)o2)c(C)c1	i	-0.17
Cc1cc2c3c(c1)C(C)CC(C)(C)N3C(=O)C2=O (stereo not given)	i	-3.4
CCn1c(C(C)NC(=O)Cc2ccccc2)nc2ccccc21 (stereo not given)	i	-1.4
Cc1ccc(S(=O)(=O)N(C)CC(=O)Nc2ccccc2)cc1	i	-0.53
Cc1ccc(C(C(=O)NCc2ccccc2)N(Cc2ccco2)C(=O)c2snc(C(N)=O)c2N)o1 (stereo not given)	i	0.78
COc1ccc(OC)c(NC(=O)C(Sc2ccccc2)c2ccccc2)c1 (stereo not given)	i	-1.5
COc1cccc(C2=CC(c3cccc(OC)c3OC(F)F)n3nnnc3N2)c1 (stereo not given)	i	-0.02
C/C(CC(=O)Nc1cc(C)ccn1)=N\NC(=O)c1ccncc1	i	-0.1
COc1cccc(NC(=O)C(Sc2nnc3ccccn23)c2ccccc2)c1 (stereo not given)	i	-0.76
CCN(CC(=O)Nc1ccc2c(c1)OCCO2)S(=O)(=O)c1ccccc1	i	-0.7
CCOC(=O)c1c(C)n(C)c2cc(OCCN(CC)CC)ccc12	i	-2.9
COc1cc(NC(=O)c2ccccc2OCc2ccccc2)cc(OC)c1OC	i	-0.1
CCN(CC)CCNC1=NCCn2c1cc1cc(OC)ccc12	i	0.44
CCOC(=O)c1c(C)[nH]c(C(=O)Cn2nnc(-c3ccccc3)n2)c1C	i	1.8
CCc1cc2cc(C)ccc2nc1SCC(=O)NNC(=O)c1ccco1	i	0.34
Cc1ccc(-n2nc3c(c2NC(=O)/C=C\c2ccc4c(c2)OCO4)CSC3)cc1	i	0.46
OC(COc1ccc(Cl)cc1)CN1C2=NCCCN2c2ccccc21 (stereo not given)	i	-3.1
Cc1ccc(S(=O)(=O)N2CCOCC2)cc1C(=O)OCC(=O)N1CCc2ccccc2C1	i	1.2
COP1(=O)C=C[C@H](N(Cc2ccccc2)S(=O)(=O)c2ccccc2[N+](=O)[O-])[C@@H](C)O1 (stereo not given in full)	i	0.97
COc1ccc(CNC(=O)CCS(=O)(=O)c2ccc3c(c2)NC(=O)C(C)S3)cc1 (stereo not given)	i	0.31
Cc1cc(C)c(S(=O)(=O)c2cc(F)ccc2C)c(Cl)n1	i	-1.9
COc1ccc2[nH]cc(C(O)CN3CCN(c4ccccc4F)CC3)c2c1 (stereo not given)	i	0.86
CCn1cc(C(=O)NCCCO)c(=O)c2cc(F)c(N3CCN(C)CC3)cc21	i	1.6
COc1ccc(CCNS(=O)(=O)c2cccc([N+](=O)[O-])c2)cc1OC	i	-1.4
CCS(=O)(=O)c1nc2ccccc2n1Cc1ccccc1Cl	i	-0.33
Cc1ccc2c(c1)N(Cc1cccc(Cl)c1)C(=O)c1cccnc1O2	i	1.4
O=C(NC(=S)Nc1cccc2cccnc12)c1ccccc1	i	1.1
O=C(c1cccs1)N(CCN1CCCCC1)CC1CCCN(C2CCCC2)C1 (stereo not given)	i	-1.8
CC1(C(=O)NNC(=O)c2ccc([N+](=O)[O-])cc2)CC1(Br)Br (stereo not given)	i	0
